GPR55 activation: GPR55 agonists via beta-arrestin recruitment, primary screen, imaging, U2OS cells, beta-arrestin-GFP redistribution (AID 1961); U2OS GPR55 beta-arrestin-GFP redistribution imaging; higher % means a stronger effect; activation, % at 10 µM; hits with a dose series show EC50 in µM; actives 0.048% (n = 290,000);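 active means activation above 40% with more than 50 cells counted in the well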;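 further: U2OS osteosarcoma cells stably expressing GPR55 and beta-arrestin-GFP; plate controls were DMSO negative control for no effect and LPI positive control for full effect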
M1AAP inhibition: malaria alanyl aminopeptidase activity blockers – biochemical, fluorogenic H-Leu-NHMec substrate, 1536-well (AID 1445). recombinant M1AAP, H-Leu-NHMec fluorogenic kinetic assay; higher % means a stronger effect. inhibition, % at 30 µM; hits with a dose series show IC50 in µM. actives 0.42% (n = 220,000);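 active means primary inhibition above the hit cutoff, then over 50% inhibition at one or more dose response concentrations, cut at about 23% in these data, passing the limit was not always enough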;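 further: plate controls were DMSO full reaction for no effect and no enzyme background for full effect; strong numbers were not always called active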
KOR beta-arrestin-1: kappa opioid receptor activators – cell-based, luminescence, uHTS, primary screen (AID 1777) | KOR beta-arrestin recruitment, luminescence; higher % means a stronger effect | activation, % at 10 µM, or EC50 in µM where a hit was titrated | actives 0.02% (n = 280,000); in the data active means activation above about 50%, passing the limit was not always enough; further: a part of the inactive calls stands beside numbers as strong as those of hits
AID2073: disruptors of CaV2.2 binding to Mint1 – biochemical, HTRF (AID 2073); inhibition, % at 20 µM; hits with a dose series show IC50 in µM; actives 0.19% (n = 290,000); HTRF protein-protein interaction, Mint1-CaV2.2; higher % means a stronger effect; in the data active means inhibition mostly above about 51%, no sharp cut-off; further: some results filed as inactive read as strong as hits
HEK293 NOD2/NF-kB: inhibition of NOD2-driven NF-kB reporter – cell-based, luminescence, uHTS, HEK293 (AID 1566) | HEK293 NOD2/NF-kB luciferase reporter, luminescence; higher % means a stronger effect | inhibition, % at 4 µM, or EC50 in µM where a hit was titrated | actives 0.63% (n = 290,000); further: many of its hits are not listed in these tables
M17LAP inhibition: P. falciparum M17LAP inhibitors, primary screen, biochemical, fluorogenic H-Leu-NHMec substrate, 1536-well (AID 1619); recombinant M17LAP, H-Leu-NHMec fluorogenic kinetic assay; higher % means a stronger effect; one-dose inhibition, % at 30 µM; IC50 in µM for titrated hits; actives 0.38% (n = 220,000);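 active means compound inhibiting the enzyme by more than half at any dose during confirmatory dose-response retesting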;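 further: plate controls were full reaction with DMSO carrier for no effect and no enzyme background for full effect; strong numbers were not always called active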
KOR beta-arrestin-2: kappa opioid receptor blockers – cell-based, luminescence, uHTS (AID 1778); KOR beta-arrestin recruitment, luminescence, antagonist mode; higher % means a stronger effect; inhibition, % at 10 µM, or IC50 in µM where a hit was titrated; actives 0.091% (n = 290,000); further: strong numbers were not always called active
NOD1 inhibition: inhibition of NOD1-driven NF-kB reporter – cell-based, luminescence, uHTS, primary screen (AID 1578). NOD1-driven NF-kB luciferase reporter cells, luminescence; higher % means a stronger effect. inhibition, % at 4 µM; hits with a dose series show EC50 in µM. actives 1% (n = 290,000); in the data active means inhibition mostly above about 36%, no sharp cut-off; inactive means mostly below about 34%;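 further: HEK-293T reporter cells stimulated with the NOD1 agonist gamma-tri-DAP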
Dynein cargo inh: blocks dynein driven cargo transport along microtubules | 3617.4 mouse cells, GR-EGFP nuclear translocation imaging; test concentration mostly 20 µM; stimulated with dexamethasone, 1 µM; hits give low values | z-score, hits read low | actives 0.47% (n = 220,000);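 active means plate z-score of nuclear minus cytoplasmic receptor signal below a set negative limit, without overly bright fluorescence or cell loss, cut at about -3.5 in these data, passing the limit was not always enough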;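 further: z-score of nuclear minus cytoplasmic ring GR-EGFP intensity difference per well; some compounds called inactive have numbers as strong as hits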
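medium = tetracycline-free induction medium containing charcoal-stripped FBS | probe or stimulus = dexamethasone, 1.0 µM final | timing = 48 h induction, then 1 h compound, then 30 min agonist, 37 °C | detection = automated 10x imaging of fixed Hoechst-stained cells | read-out basis = nuclear versus cytoplasmic GR-EGFP signal, averaged per well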
Dynein cargo inh cytoplasmic EGFP: further read-out of Dynein cargo inh, marked with its call; z-score; measured here: cytoplasmic GR-EGFP intensity; hits give high values
Dynein cargo inh nuclear GR-EGFP: also measured in Dynein cargo inh; calls as there; z-score; measured here: nuclear GR-EGFP intensity;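 lower value marks the stronger effect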
Dynein cargo inh cell count: recorded beside Dynein cargo inh, whose call it bears; z-score; measured here: cell count per field
* = called active by the depositor; / = not tested or not shown; [ ] = remark or other dose. Unless noted, no stated cut-off is given here; in the data, active means inhibition above about 50%; inactive means the rest. A portion of the library; the hit share may differ from the screen's.

SMILES | GPR55 activation | M1AAP inhibition | KOR beta-arrestin-1 | AID2073 | HEK293 NOD2/NF-kB | M17LAP inhibition | KOR beta-arrestin-2 | NOD1 inhibition | Dynein cargo inh | Dynein cargo inh cytoplasmic EGFP | Dynein cargo inh nuclear GR-EGFP | Dynein cargo inh cell count
Cc1ccc(C(=O)Nc2ccncc2)c(C)c1 | 0.3% | / | 2.0% | 1% | 26% | / | 7% | -6% | / | / | / | /
C/C(NC1CCCCC1)=C(/C#N)C(=O)NCCN1CCOCC1 | -0.3% | 9% | -0.6% | -3% | 14% | 5% | 4% | 8% | 0.52 | -0.17 | 0.52 | -0.67
CC(C)S(=O)(=O)C1=NSC2=NC(=O)/C(=C\c3ccc(OC(=O)c4ccco4)cc3)C(=N)N21 | 0.2% | / | 18% | 13% | 20% | / | -10% | -20% | / | / | / | /
COc1ccc(-c2nc(=S)c3ccc4ccccc4c3[nH]2)cc1 | -0.2% | 12% | 0.1% | 13% | 2% | 2% | -7% | -36% | -0.5 | -0.32 | 0.11 | 0.49
O=C(O)C1=C[C@@H](C2CCCCC2)C[C@@H](OCc2ccc(CO)cc2)O1 | -0.2% | 3% | 8.7% | 4% | 2% | -1% | -39% | -10% | -0.74 | -0.28 | -0.1 | 0.35
CCCCCCOc1ccc(/C=c2\s/c(=C(/C#N)C(=O)NCc3ccco3)n(-c3ccccc3)c2=O)cc1 | 0.5% | 0% | 13% | 23% | 6% | 0% | 4% | -21% | 2.6 | 0.63 | 2.9 | -2.1
CC(C)(C)C(=O)NCCc1nc2ccccc2n1CC(=O)c1ccc(Cl)cc1 | 0.2% | 7% | 4.6% | -1% | 23% | -12% | -42% | 53% | 3.1 | 0.44 | 2.9 | -2
Cn1c(Cn2c(=O)sc3ccccc32)nnc1SCc1ccccc1F | 0.2% | 5% | 1.6% | 4% | -5% | 12% | 31% | 8% | -0.35 | -0.27 | -0.024 | 0.29
O=C(NCc1ccccc1)NC1CC2CCC(C1)N2Cc1ccco1 (centres undefined) | -0.2% | 3% | 3.2% | 12% | 0% | -2% | -20% | -18% | 0.96 | -0.4 | 0.29 | -0.058
COc1ccc(OC)c(NC(=O)c2ccc3c(c2)C(=O)N(CC2CCCO2)C3=O)c1 (centres undefined) | 0.5% | / | 1.8% | 7% | 16% | / | 11% | -29% | / | / | / | /
COC(=O)c1sccc1Oc1ccc(Cl)cc1N1C(=O)CCC1=O | 0.0% | 2% | 3.7% | 9% | 5% | 3% | 31% | -10% | -0.52 | -0.23 | 0.36 | 0.021
COc1ccccc1CNC(=O)CN(C)S(=O)(=O)c1ccc(F)cc1 | 0.2% | / | -2.8% | 8% | 2% | / | -10% | -31% | / | / | / | /
O=C(Cc1cccs1)NCc1cc(Cl)cc(Cl)c1 | -0.1% | / | -3.7% | 10% | -15% | / | 17% | 4% | / | / | / | /
CC1=NN(C(=O)COc2cc(C)ccc2C(C)C)C(O)(c2ccccc2)C1 (centres undefined) | -0.3% | 3% | -0.5% | 6% | 0% | 2% | 33% | -9% | -0.9 | -0.21 | -0.066 | 0.93
CCOC(=O)Cn1c(=O)oc2cc(S(=O)(=O)N(C)Cc3ccco3)ccc21 | -0.1% | 0% | 0.5% | 9% | 11% | 0% | 41% | 16% | -0.27 | 0.019 | -0.087 | 0.39
C=CCNc1nnc(SC2CC(=O)N(c3ccc(OC)cc3)C2=O)s1 (centres undefined) | -0.1% | 13% | -10% | -1% | 2% | 18% | 6% | -6% | -0.56 | -0.18 | -0.34 | 0.28
O=c1c2ccccc2nc(/C=C/c2ccc(Br)cc2)n1CCCO | 0.0% | / | 0.4% | 8% | -24% | / | 14% | 2% | / | / | / | /
CC(C)c1ccccc1NC(=O)c1cccc(NC(=O)c2ccccc2)c1 | -0.1% | 11% | -1.3% | -1% | -15% | -6% | -2% | -18% | -0.19 | -0.4 | -0.13 | 0.47
Cc1sc2ncnc(NCC(c3ccccc3)N(C)C)c2c1C (centres undefined) | 0.2% | / | -0.6% | -7% | 10% | / | -3% | 15% | / | / | / | /
N#Cc1ccc(OCC(=O)N/N=C/C2CC=CCC2)cc1 (centres undefined) | 0.6% | 2% | -1.0% | 8% | 4% | 3% | 11% | -32% | 0.0049 | -0.32 | 0.3 | 0.42
O=C(COC(=O)c1ccc(Cl)c(S(=O)(=O)N2CCCCC2)c1)NCC1CCCO1 (centres undefined) | -0.5% | -3% | 5.7% | 8% | 13% | 1% | 4% | -15% | 1.1 | -0.25 | 0.67 | -0.73
COc1ccccc1CCNC(=O)C(=O)NCC1OCCN1S(=O)(=O)c1ccc([N+](=O)[O-])cc1 (centres undefined) | -0.1% | / | -1.6% | 15% | -2% | / | -5% | -26% | / | / | / | /
CCOC(=O)c1ccc(NC(=O)CCC2COc3ccccc3O2)cc1 (centres undefined) | -0.2% | 3% | -0.1% | 0% | 25% | 2% | -8% | 22% | -0.84 | -0.23 | -1 | 0.49
C#CCOCCOCCOCCNc1nc(N2CCN(C(=O)C([C@@H](C)CC)n3cc(C(N)CC(C)C)nn3)CC2)nc(N2CCN(C(=O)[C@H](CCC(=O)O)n3cc(C(N)Cc4ccc(O)cc4)nn3)CC2)n1 (some centres undefined) | 0.5% | -3% | -4.7% | 9% | -7% | 4% | -13% | -3% | 1.6 | -0.19 | 1.5 | -1.9
COc1ccc2c(c1OC)C(=O)N(c1ccccc1)C2=O | 0.0% | 2% | -8.5% | 17% | -14% | 4% | -4%[20 µM] | -21% | 0.41 | -0.31 | 0.46 | 0.2

New compounds follow.
SMILES | GPR55 activation | M1AAP inhibition | KOR beta-arrestin-1 | AID2073 | HEK293 NOD2/NF-kB | M17LAP inhibition | KOR beta-arrestin-2 | NOD1 inhibition | Dynein cargo inh | Dynein cargo inh cytoplasmic EGFP | Dynein cargo inh nuclear GR-EGFP | Dynein cargo inh cell count
CCCCNC(=O)c1cc2cc(OC)ccc2[nH]1 | -0.2% | 9% | 0.2% | 21% | 12% | 1% | 24% | -8% | -0.5 | -0.26 | -0.46 | 0.22
COc1cc2c(cc1OC)C(C)N(C(=O)c1cc3c(s1)-c1ccccc1OC3)CC2 (centres undefined) | 0.7% | 9% | 0.9% | 16% | 9% | -19% | -48% | 12% | 1.1 | -0.036 | 1.9 | -1.5
O=C(Nc1ccccc1[N+](=O)[O-])C1(c2ccccc2)CCOCC1 | -0.2% | 9% | 2.5% | 7% | 1% | 0% | -29% | -26% | -1.1 | -0.34 | -0.98 | 1.6
COc1ccc(N2CCN(C(=O)CSc3nnc4ncccn34)CC2)cc1 | -0.2% | 4% | 3.1% | -3% | -4% | 4% | 23% | 3% | -0.61 | -0.13 | -0.12 | 0.13
COc1ccc(OC)c(NC(=O)CSc2nnc3ccc(-c4ccncc4)nn23)c1 | 0.1% | 1% | 0.8% | 2% | -4% | 38% | 0% | -44% | -0.22 | -0.37 | -0.22 | 0.37
CN(C)S(=O)(=O)c1ccc(C(=O)NCc2nnc(SCC(=O)c3ccccc3)o2)cc1 | 0.0% | / | 4.8% | 14% | 9% | / | -19% | -7% | / | / | / | /
Cc1ccc(S(=O)(=O)Nc2ccc(-c3nnc(SCc4ccccc4Cl)o3)cc2)cc1 | 0.1% | -3% | 0.8% | 6% | 1% | 3% | -2% | -6% | -0.73 | -0.29 | -0.67 | 0.69
O=C(CCN1CCC(c2ccccc2)C1)c1cccs1 (centres undefined) | -0.1% | 9% | 9.4% | 0% | -6% | 3% | 5% | 43% | -0.68 | -0.16 | -0.38 | 0.13
Cn1cnc([N+](=O)[O-])c1Sc1nnc(-c2cccnc2)n1C | -0.1% | 3% | 3.5% | 12% | 11% | 1% | 6% | -6% | -2 | 0.028 | -1 | 0.13
COc1ccc(/C=C(\NC(=O)c2ccccc2)C(=O)NCC2CCCO2)cc1 (centres undefined) | 0.3% | / | 3.8% | 11% | 16% | / | 2% | -5% | / | / | / | /
Cc1ccc(SCCC(=O)Nc2ccc(OCc3ccccc3)cc2)cc1 | 0.1% | 0% | 4.3% | 8% | 10% | 10% | 22% | -15% | -0.052 | 0.016 | 1.1 | -0.63
COC(=O)c1cc(OC)c(OC)cc1N1C(=O)CCCC1=O | -0.1% | / | 1.4% | 6% | 7% | / | -36% | -11% | / | / | / | /
COc1cc2cc(C(=O)N/N=C/c3ccccc3Cl)[nH]c2cc1OC | 0.0% | / | -2.2% | 19% | 11% | / | -13% | 12% | / | / | / | /
NS(=O)(=O)c1ccc(CCNC(=O)CCNC(=O)c2ccco2)cc1 | -0.4% | / | 3.0% | -9% | 18% | / | 6% | -15% | / | / | / | /
N#C/C(=C\Nc1ccccn1)S(=O)(=O)c1ccc(Cl)cc1 | -0.3% | -1% | -0.9% | 6% | 14% | 2% | 21% | 5% | 0.37 | -0.23 | -0.064 | -0.1
COc1ccc(C(=O)NC(C)c2nnc(SCC(=O)Nc3nc4ccccc4s3)n2C)cc1 (centres undefined) | -0.2% | 3% | 0.6% | -2% | 9% | 1% | 31% | -17% | 1.6 | -0.084 | 1.8 | -2.3
COC(C(=O)Nc1ccnn1C1CCN(Cc2ccc(C)s2)CC1)c1ccccc1 (centres undefined) | 0.3% | / | 6.5% | 5% | -13% | / | -14% | -24% | / | / | / | /
Cc1cc(NS(=O)(=O)c2ccc(NC(=S)NC(=O)c3ccc(F)cc3)cc2)no1 | 0.6% | 7% | -0.7% | -2% | 12% | 12% | 12% | -1% | 0.062 | -0.2 | 0.14 | 0.3
CCCC(=O)c1ccc(-c2ccccc2)cc1 | -0.3% | 2% | 1.4% | -4% | -2% | 5% | -14% | -23% | -0.45 | -0.15 | 0.15 | 0.94

Three compounds from above, sorted by their value in NOD1 inhibition, rising:
SMILES	GPR55 activation	M1AAP inhibition	KOR beta-arrestin-1	AID2073	HEK293 NOD2/NF-kB	M17LAP inhibition	KOR beta-arrestin-2	NOD1 inhibition	Dynein cargo inh	Dynein cargo inh cytoplasmic EGFP	Dynein cargo inh nuclear GR-EGFP	Dynein cargo inh cell count
COc1ccc(OC)c(NC(=O)c2ccc3c(c2)C(=O)N(CC2CCCO2)C3=O)c1 (centres undefined)	0.5%	/	1.8%	7%	16%	/	11%	-29%	/	/	/	/
Cc1ccc(C(=O)Nc2ccncc2)c(C)c1	0.3%	/	2.0%	1%	26%	/	7%	-6%	/	/	/	/
O=c1c2ccccc2nc(/C=C/c2ccc(Br)cc2)n1CCCO	0.0%	/	0.4%	8%	-24%	/	14%	2%	/	/	/	/

Screens deposited in PubChem BioAssay by several laboratories.
